Assay outcomes from PubChem BioAssay.
Yp Topo-I inh: blocks Yersinia pestis topoisomerase I activity. AID 504884. 360,000 tested, 0.064% active. activity, % at 10 µM. Y. pestis Topo-I cleavage product accumulation, plate reader; in the data active = activity above about 50%, passing the limit was not always enough; inconclusive = no clear call, values can overlap the other calls; also: inactives centre near 2
BoNT F protease: blocks Botulinum neurotoxin F light chain protease | Multiplex microsphere protease cleavage assay, flow cytometry | inhibition, % at 10 µM | 360,000 tested, 0.22% active; in the data active = inhibition above about 35%, passing the limit was not always enough; inconclusive = no clear call, values can overlap the other calls; also: plate controls were buffer without enzyme for full effect and enzyme alone for no effect
Anthrax LF inh2: inhibitors of Bacillus anthracis lethal factor protease | inhibition, % at 10 µM | P15917 | 360,000 tested, 0.12% active | AID 588501 | multiplex microsphere protease cleavage assay, LF; also: plate controls were buffer without enzyme for full effect and enzyme alone for no effect
Target sequence (P15917 whole entry, looked up): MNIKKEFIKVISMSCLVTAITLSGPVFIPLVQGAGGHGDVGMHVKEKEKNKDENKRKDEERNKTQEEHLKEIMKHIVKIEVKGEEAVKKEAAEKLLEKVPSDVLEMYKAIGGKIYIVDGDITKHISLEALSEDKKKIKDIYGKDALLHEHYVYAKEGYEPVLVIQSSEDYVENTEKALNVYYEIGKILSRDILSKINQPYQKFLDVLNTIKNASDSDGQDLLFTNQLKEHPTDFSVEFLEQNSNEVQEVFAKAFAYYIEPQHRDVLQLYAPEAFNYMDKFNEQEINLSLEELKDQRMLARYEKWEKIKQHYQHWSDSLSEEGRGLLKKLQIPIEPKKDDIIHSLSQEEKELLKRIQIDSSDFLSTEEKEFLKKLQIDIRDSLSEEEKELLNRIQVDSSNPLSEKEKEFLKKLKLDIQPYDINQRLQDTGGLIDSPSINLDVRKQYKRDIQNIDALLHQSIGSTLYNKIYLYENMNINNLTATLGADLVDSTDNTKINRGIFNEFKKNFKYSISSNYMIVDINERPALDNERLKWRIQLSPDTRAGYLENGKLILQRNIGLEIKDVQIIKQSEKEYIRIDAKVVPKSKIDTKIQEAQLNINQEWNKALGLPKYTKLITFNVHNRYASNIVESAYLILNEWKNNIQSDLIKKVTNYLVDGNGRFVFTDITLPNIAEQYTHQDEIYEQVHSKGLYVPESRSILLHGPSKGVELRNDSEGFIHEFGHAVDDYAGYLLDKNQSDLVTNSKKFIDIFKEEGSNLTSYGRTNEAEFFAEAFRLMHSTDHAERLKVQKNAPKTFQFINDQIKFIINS
TcdB GH inh: inhibitors of Clostridioides difficile toxin B glycohydrolase; TcdB glycohydrolase enzymatic assay, plate reader; inhibition, % at 9.99 µM; 350,000 tested, 0.24% active; in the data active = inhibition above about 10%
BoNT A protease: BoNT A light chain protease inhibition; inhibition, % at 10 µM; 360,000 tested, 0.17% active; multiplex microsphere protease substrate cleavage, flow cytometry; also: plate controls were buffer without enzyme for full effect and enzyme alone for no effect
FadD28 FP inh: blocks FadD28 binding to the bisubstrate probe | inhibition, % at 12.5 µM | 360,000 tested, 0.22% active | fluorescence polarization | AID 588549; in the data active = inhibition above about 8.5%, passing the limit was not always enough; inconclusive = no clear call, values can overlap the other calls
CCHF vOTU inh: blocks the CCHF virus ovarian tumor domain protease; CCHFV vOTU protease, Pep-AMC fluorescence; inhibition, % at 11.5 µM; 370,000 tested, 0.55% active; in the data active = inhibition above about 30%; also: 0% = vehicle wells with enzyme and 100% = no enzyme wells
PrPC surface inh: cell surface PrPC inhibition, primary TR-FRET screen; P04156; TR-FRET read-out; inhibition, % at 13.8 µM; 370,000 tested, 0.43% active; AID 720596; in the data active = inhibition above about 24%; also: 0% = median of the test wells and 100% = reference compound wells
PfHsp40 yeast: restores yeast growth despite PfHsp40 toxicity; S. cerevisiae expressing PfHsp40, growth rescue, ATP luminescence; 340,000 tested, 0.68% active; growth rescue, % at 12.5 µM; AID 504582; in the data active = growth rescue above about 28%, passing the limit was not always enough; inconclusive = no clear call, values can overlap the other calls;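 also: yeast W303a lacking pdr1 and pdr3 grown in galactose medium; growth measured after three days at 30 °C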
* = called active by the depositor. Rule as the data show it, unless noted: active = inhibition above about 30%; inconclusive = no clear call, values can overlap the other calls; inactive = below that.

How did CC(C)C(=O)O/N=C1\CCS(=O)(=O)c2sccc21 do in these assays?
Yp Topo-I inh: 1; BoNT F protease: -4; Anthrax LF inh2: 0; TcdB GH inh: 2.6; BoNT A protease: 0.5; FadD28 FP inh: -1.3; CCHF vOTU inh: 5; PrPC surface inh: -4; PfHsp40 yeast: 0.4

What do the screens show for `COc1ccc(NC(=O)CCNS(=O)(=O)c2ccc3c(c2)c(=O)n(C)c(=O)n3C)cc1OC`?
Yp Topo-I inh: -3; BoNT F protease: -12; Anthrax LF inh2: 1; TcdB GH inh: 1.1; BoNT A protease: -0.4; FadD28 FP inh: -0.2; CCHF vOTU inh: -11; PrPC surface inh: 2; PfHsp40 yeast: 1.4

How did Cc1cc(=O)oc2cc(OCC3CC(c4ccccc4Cl)=NO3)ccc12 (stereo not given) do in these assays?
Yp Topo-I inh: 23; BoNT F protease: 3; Anthrax LF inh2: -4; BoNT A protease: -1.5; FadD28 FP inh: -4.3; CCHF vOTU inh: -14; PrPC surface inh: 6; PfHsp40 yeast: 3.2

What do the screens show for `CCCn1c(N)c(C(=O)COC(=O)/C=C/c2ccc(OC(F)F)c(OC)c2)c(=O)[nH]c1=O`?
Yp Topo-I inh: 1; BoNT F protease: 6; Anthrax LF inh2: -2; TcdB GH inh: 0.4; BoNT A protease: -0.3; FadD28 FP inh: -1.6; CCHF vOTU inh: 8; PrPC surface inh: 6; PfHsp40 yeast: -0.5

How did Cc1nc2ccccn2c1C(=O)NN=C1CCN(C)CC1 do in these assays?
Yp Topo-I inh: -12; BoNT F protease: -8; Anthrax LF inh2: -2; TcdB GH inh: -4.8; BoNT A protease: -0.3; FadD28 FP inh: -0.1; CCHF vOTU inh: 0; PrPC surface inh: 11; PfHsp40 yeast: -0.6

Results for S=C(c1ccc(-c2ccccc2Cl)o1)N1CCOCC1 ?
Yp Topo-I inh: 17; BoNT F protease: 4; Anthrax LF inh2: 2; BoNT A protease: 0.7; FadD28 FP inh: -1.2; PfHsp40 yeast: 3.1

Results for COc1ccc(N2CCN(CCCNC(=O)CN3C(=O)COc4ccccc43)CC2)cc1 ?
Yp Topo-I inh: -4; BoNT F protease: -11; Anthrax LF inh2: -6; TcdB GH inh: 0.9; BoNT A protease: 0.3; FadD28 FP inh: 1.0; CCHF vOTU inh: 12; PrPC surface inh: 0; PfHsp40 yeast: 0.2

What do the screens show for `CCC(C)NC(=O)c1cnc2n(c1=O)CCS2` (stereo not given)?
Yp Topo-I inh: -3; BoNT F protease: -6; Anthrax LF inh2: -2; TcdB GH inh: 1.4; BoNT A protease: -0.9; FadD28 FP inh: -1.3; CCHF vOTU inh: 11; PrPC surface inh: 8; PfHsp40 yeast: 0.1

How did C=CCOc1ccccc1CN1CCC(n2nccc2NC(=O)C2CC2)CC1 do in these assays?
Yp Topo-I inh: 3; BoNT F protease: 9; Anthrax LF inh2: -2; TcdB GH inh: 1.3; BoNT A protease: 1.8; FadD28 FP inh: -1.5; CCHF vOTU inh: 4; PrPC surface inh: -12; PfHsp40 yeast: -0.5

How did Cc1c(C(=O)N2CCC2)oc2ccc(Cl)cc12 do in these assays?
Yp Topo-I inh: 7; BoNT F protease: -7; Anthrax LF inh2: -10; TcdB GH inh: 0.3; BoNT A protease: -0.1; FadD28 FP inh: -2.9; CCHF vOTU inh: -5; PrPC surface inh: -1; PfHsp40 yeast: 4.0

How did Cc1cccc(Nc2nnc(SCC(O)=C(C#N)c3nc4ccccc4[nH]3)s2)c1 do in these assays?
Yp Topo-I inh: 2; BoNT F protease: -7; Anthrax LF inh2: -4; TcdB GH inh: 0.7; BoNT A protease: -0.2; FadD28 FP inh: 1.1; CCHF vOTU inh: 1; PrPC surface inh: -7; PfHsp40 yeast: 0.5

How did Cc1cc2nc(-c3ccc(NC(=O)C(C)C)cc3)oc2cc1C do in these assays?
Yp Topo-I inh: 7; BoNT F protease: 4; Anthrax LF inh2: -2; BoNT A protease: -0.2; FadD28 FP inh: 1.0; CCHF vOTU inh: -4; PrPC surface inh: 1; PfHsp40 yeast: 0.2

Results for O=C(CCCn1c(=O)[nH]c2ccc(Br)cc2c1=O)NCc1ccc(Cl)cc1 ?
Yp Topo-I inh: 1; BoNT F protease: -7; Anthrax LF inh2: -5; TcdB GH inh: -0.1; BoNT A protease: -0.3; FadD28 FP inh: -3.9; CCHF vOTU inh: -8; PrPC surface inh: 0; PfHsp40 yeast: -1.7

What do the screens show for `CC1CN(C(=O)C(C)OC(=O)c2ccc3ncsc3c2)CC(C)O1` (stereo not given)?
Yp Topo-I inh: 14; BoNT F protease: -2; Anthrax LF inh2: -4; TcdB GH inh: 2.2; BoNT A protease: 0.1; FadD28 FP inh: 0.2; CCHF vOTU inh: 2; PrPC surface inh: -6; PfHsp40 yeast: -0.4

Results for CCOC(=O)c1nn(-c2ccccc2)c(C#N)c1NC(=O)c1nn(CC)cc1Br ?
Yp Topo-I inh: 9; BoNT F protease: -10; Anthrax LF inh2: -6; BoNT A protease: -0.8; FadD28 FP inh: -3.4; CCHF vOTU inh: -7; PrPC surface inh: 2; PfHsp40 yeast: 0.4

Results for Cc1ccc2c(c1)C(=O)c1ccccc1CS2=O (stereo not given) ?
Yp Topo-I inh: -2; BoNT F protease: -2; Anthrax LF inh2: 1; BoNT A protease: -0.2; FadD28 FP inh: -1.5; CCHF vOTU inh: -20; PrPC surface inh: -4; PfHsp40 yeast: -0.1

What do the screens show for `NS(=O)(=O)c1cccc(NC(=O)COC(=O)C2(c3cccc(F)c3)CCCC2)c1`?
Yp Topo-I inh: 0; BoNT F protease: 8; Anthrax LF inh2: 1; BoNT A protease: 0.2; FadD28 FP inh: -4.8; CCHF vOTU inh: 12; PrPC surface inh: -5; PfHsp40 yeast: 5.3

What do the screens show for `Cc1c(-c2cccs2)[n+](=O)c2c(n1[O-])CCCCC2`?
Yp Topo-I inh: -1; BoNT F protease: 4; Anthrax LF inh2: -2; BoNT A protease: 0.1; FadD28 FP inh: -3.8; CCHF vOTU inh: -1; PrPC surface inh: -9; PfHsp40 yeast: 1.1

How did CCc1ccccc1NC(=S)N=Nc1c(O)n(C)c2ccc(S(=O)(=O)N3CCOCC3)cc12 do in these assays?
Yp Topo-I inh: -5; BoNT F protease: -6; Anthrax LF inh2: 3; BoNT A protease: 6.6; FadD28 FP inh: -1.2; CCHF vOTU inh: 4; PrPC surface inh: -5; PfHsp40 yeast: -0.8

Results for CC1CCN(C(=O)c2[nH]cnc2C(=O)NC2CCN(C(=O)OC(C)(C)C)CC2)CC1 ?
Yp Topo-I inh: 16; BoNT F protease: -2; Anthrax LF inh2: -5; TcdB GH inh: 0.5; BoNT A protease: 0.2; FadD28 FP inh: 0.5; CCHF vOTU inh: 12; PrPC surface inh: 1; PfHsp40 yeast: -0.4

What do the screens show for `CC(=O)N1CCOc2ccc(S(=O)(=O)NCc3ccc(F)cc3)cc21`?
Yp Topo-I inh: 4; BoNT F protease: 4; Anthrax LF inh2: -2; TcdB GH inh: 0.3; BoNT A protease: -2.5; FadD28 FP inh: -1.1; CCHF vOTU inh: 13; PrPC surface inh: -3; PfHsp40 yeast: -0.3

How did CCOc1cc(N2CCOCC2)c(OCC)cc1NC(=O)c1ccc(OC)cc1 do in these assays?
Yp Topo-I inh: 11; BoNT F protease: -7; Anthrax LF inh2: 6; TcdB GH inh: -2.0; BoNT A protease: -0.1; FadD28 FP inh: -1.8; CCHF vOTU inh: -8; PrPC surface inh: 3; PfHsp40 yeast: -0.5

What do the screens show for `O=[N+]([O-])c1ccc(N2CCSCC2)cc1O`?
Yp Topo-I inh: -4; BoNT F protease: inconclusive; Anthrax LF inh2: 3; TcdB GH inh: 0.7; BoNT A protease: -2.0; FadD28 FP inh: -1.6; CCHF vOTU inh: -10; PrPC surface inh: -3; PfHsp40 yeast: -1.6

What do the screens show for `O=C(C1CC1)N1CCN(c2ccc(O)cc2)CC1`?
Yp Topo-I inh: 1; BoNT F protease: -14; Anthrax LF inh2: -2; TcdB GH inh: 0.5; BoNT A protease: -3.8; FadD28 FP inh: -0.8; CCHF vOTU inh: -11; PrPC surface inh: 6; PfHsp40 yeast: 0.9

How did COc1ccc(C)cc1NC(=O)C(Sc1nncn1C)c1ccccc1 (stereo not given) do in these assays?
Yp Topo-I inh: -1; BoNT F protease: -10; Anthrax LF inh2: -1; TcdB GH inh: -1.4; BoNT A protease: -1.6; FadD28 FP inh: -1.3; CCHF vOTU inh: 12; PrPC surface inh: 3; PfHsp40 yeast: -2.4

Results for COC(=O)c1ccc2nccnc2c1 ?
Yp Topo-I inh: -1; BoNT F protease: 0; Anthrax LF inh2: 1; TcdB GH inh: -1.0; BoNT A protease: 0.3; FadD28 FP inh: 0.9; CCHF vOTU inh: -15; PrPC surface inh: 3; PfHsp40 yeast: 0.3

What do the screens show for `O=C(OCC(=O)N1CCCCCC1)c1ccc(Cl)c(S(=O)(=O)N2CCCC2)c1`?
Yp Topo-I inh: 9; BoNT F protease: -1; Anthrax LF inh2: -1; TcdB GH inh: 0.5; BoNT A protease: -0.1; FadD28 FP inh: -0.7; CCHF vOTU inh: -3; PrPC surface inh: 0; PfHsp40 yeast: 0.1

How did COc1ccc(NC(=O)c2cc(-c3ccccc3)on2)cc1OC do in these assays?
Yp Topo-I inh: -16; BoNT F protease: -13; Anthrax LF inh2: -9; TcdB GH inh: 0.6; BoNT A protease: -0.3; FadD28 FP inh: -1.6; CCHF vOTU inh: 8; PrPC surface inh: 2; PfHsp40 yeast: 0.2

How did COc1cc(/C=C(\C#N)C(=O)NCC2CCCO2)c([N+](=O)[O-])cc1OC (stereo not given) do in these assays?
Yp Topo-I inh: 2; BoNT F protease: -1; Anthrax LF inh2: 3; BoNT A protease: 0.7; FadD28 FP inh: -0.8; CCHF vOTU inh: 13; PrPC surface inh: -14; PfHsp40 yeast: -1.4

Results for CCOC(=O)Cn1c(CN2CC(C)OC(C)C2)nc2c1c(=O)n(C)c(=O)n2C (stereo not given) ?
Yp Topo-I inh: 3; BoNT F protease: -5; Anthrax LF inh2: 0; TcdB GH inh: 1.9; BoNT A protease: -0.5; FadD28 FP inh: -2.1; CCHF vOTU inh: 0; PrPC surface inh: -2; PfHsp40 yeast: -0.5

What do the screens show for `O=C1NCCN(Cc2c(F)cccc2Cl)C1CC(=O)N1CCCCO1` (stereo not given)?
Yp Topo-I inh: -1; BoNT F protease: -4; Anthrax LF inh2: 4; TcdB GH inh: -0.1; BoNT A protease: 0.6; FadD28 FP inh: -1.9; CCHF vOTU inh: 3; PrPC surface inh: 8; PfHsp40 yeast: -1.7

What do the screens show for `Cc1ncsc1C(=O)Nc1cccc(C(F)(F)F)c1`?
Yp Topo-I inh: 10; BoNT F protease: 6; Anthrax LF inh2: -12; TcdB GH inh: 1.1; BoNT A protease: 0.4; FadD28 FP inh: -3.4; CCHF vOTU inh: -8; PrPC surface inh: 6; PfHsp40 yeast: 2.0

How did O=C(NC1CC(=O)c2sccc21)c1cccc(C(F)(F)F)c1 (stereo not given) do in these assays?
Yp Topo-I inh: -3; BoNT F protease: -6; Anthrax LF inh2: -1; TcdB GH inh: 2.7; BoNT A protease: 0.4; FadD28 FP inh: -2.2; CCHF vOTU inh: -8; PrPC surface inh: -4; PfHsp40 yeast: -1.2

What do the screens show for `CCC1(C)Cc2ccccc2-c2nc(NCCCO)n(C)c(=O)c21` (stereo not given)?
Yp Topo-I inh: 9; BoNT F protease: inconclusive; Anthrax LF inh2: -6; TcdB GH inh: 3.6; BoNT A protease: -12; FadD28 FP inh: -4.9; CCHF vOTU inh: -119; PrPC surface inh: -5; PfHsp40 yeast: 0.2

As a working copy, some entries already given.
How did O=C(NC1CC(=O)c2sccc21)c1cccc(C(F)(F)F)c1 (stereo not given) do in these assays?
Yp Topo-I inh: -3; BoNT F protease: -6; Anthrax LF inh2: -1; TcdB GH inh: 2.7; BoNT A protease: 0.4; FadD28 FP inh: -2.2; CCHF vOTU inh: -8; PrPC surface inh: -4; PfHsp40 yeast: -1.2

What do the screens show for `CCC1(C)Cc2ccccc2-c2nc(NCCCO)n(C)c(=O)c21` (stereo not given)?
Yp Topo-I inh: 9; BoNT F protease: inconclusive; Anthrax LF inh2: -6; TcdB GH inh: 3.6; BoNT A protease: -12; FadD28 FP inh: -4.9; CCHF vOTU inh: -119; PrPC surface inh: -5; PfHsp40 yeast: 0.2
